MITF primary: blocks human microphthalmia-associated transcription factor | AlphaScreen MITF homodimerization, bead proximity signal | inhibition, % at 2.6 µM | actives 0.91% (n = 650,000); in the data active = inhibition above about 50%;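 also: 0% = vehicle wells with protein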
Target sequence (O75030 whole entry, looked up): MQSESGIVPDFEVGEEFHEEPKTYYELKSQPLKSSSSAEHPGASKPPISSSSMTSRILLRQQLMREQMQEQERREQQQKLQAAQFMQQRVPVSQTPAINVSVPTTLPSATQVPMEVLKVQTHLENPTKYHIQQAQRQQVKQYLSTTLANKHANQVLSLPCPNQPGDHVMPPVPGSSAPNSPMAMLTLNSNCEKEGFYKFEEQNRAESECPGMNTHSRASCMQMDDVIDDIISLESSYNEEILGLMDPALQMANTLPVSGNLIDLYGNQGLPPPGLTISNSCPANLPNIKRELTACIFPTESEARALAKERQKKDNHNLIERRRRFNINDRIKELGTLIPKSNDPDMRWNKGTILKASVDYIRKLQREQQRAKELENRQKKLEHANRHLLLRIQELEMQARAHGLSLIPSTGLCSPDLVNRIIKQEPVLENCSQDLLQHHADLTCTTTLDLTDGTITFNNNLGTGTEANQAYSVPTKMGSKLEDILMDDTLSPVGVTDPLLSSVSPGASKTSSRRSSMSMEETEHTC
FBW7 activator: human FBW7 E3 ligase activation, primary screen; AlphaScreen FBW7–phospho-cyclin E peptide binding, activator screen; normalized activity (activation), % at 26.1 µM; actives 0.13% (n = 650,000); AID 1259310; in the data active = normalized activity above about 1.9%;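 also: purified mutant Fbw7 with reduced substrate affinity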
TEAD-YAP block: TEAD-YAP interaction inhibition; inhibition, % at 9.12 µM; AID 1259422; HEK-TIYL cells, TEAD-Gal4/YAP UAS-luciferase luminescence; actives 1.4% (n = 640,000); in the data active = inhibition above about 32%;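 also: 0% = median of test compound wells and 100% = reference inhibitor wells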
GPR151 activ: human GPR151 activation; Q8TDV0; PathHunter beta-arrestin GPR151 cells, luminescence; activation, % at 11.2 µM; actives 1% (n = 650,000); in the data active = activation above about 4.9%;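 also: 0% = median of compound wells and 100% = cells with positive control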
Target sequence (Q8TDV0 whole entry, looked up): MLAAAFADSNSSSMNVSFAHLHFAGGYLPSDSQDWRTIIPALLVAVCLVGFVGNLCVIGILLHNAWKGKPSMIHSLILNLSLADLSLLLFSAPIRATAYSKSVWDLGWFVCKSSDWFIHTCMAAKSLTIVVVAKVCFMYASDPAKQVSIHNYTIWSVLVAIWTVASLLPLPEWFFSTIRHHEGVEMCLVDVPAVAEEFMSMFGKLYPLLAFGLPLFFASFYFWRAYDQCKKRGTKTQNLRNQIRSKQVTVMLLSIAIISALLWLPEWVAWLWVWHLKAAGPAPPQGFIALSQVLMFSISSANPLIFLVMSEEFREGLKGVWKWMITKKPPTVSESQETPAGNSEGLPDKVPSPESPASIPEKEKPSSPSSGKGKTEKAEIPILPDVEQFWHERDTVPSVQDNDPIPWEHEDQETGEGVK
Numbers without * were called inactive.

SMILES | MITF primary | FBW7 activator | TEAD-YAP block | GPR151 activ
Cc1c(Cl)cccc1NC(=O)c1cccc(NC(=O)C2C3CC4OC(=O)C2C4C3)c1 (stereo not given) | -8 | -0.3 | 0 | -1.2
O=C(Nc1ccc(Cl)cc1F)C1CC1 | 8 | 0.4 | -1 | -0.1
O=C(C1CCCCC1)N1CCN(c2ccccc2)CC1 | -13 | 0.0 | -2 | 1.9
Cc1nonc1C(=O)N/N=C/c1ccc([N+](=O)[O-])cc1 | 9 | 1.1 | -14 | -4.5
O=C(c1ccccc1)N1CCN(C(=O)c2ccncc2)CC1 | 1 | 0.0 | 5 | -0.4
COc1ccc(/C(C)=N/NC(N)=S)cc1 | 12 | -0.2 | 21 | -0.4
COc1ccc(N=Cc2ccc([N+](=O)[O-])s2)cc1 | 7 | 0.0 | -4 | -0.7
Cc1nc2c(C#N)c[nH]n2c(=O)c1Cc1ccccc1 | 7 | -0.1 | 4 | 0.2
O=C(NCN1CCN(Cc2ccccc2)CC1)c1ccccc1 | 8 | 0.0 | 1 | 0.0
COc1cccc(NCc2ccc(O)c3ncccc23)c1 | 56* | -1.9 | 92* | 0.1
CC1=C(C(=O)OCCOC(C)C)C(c2ccc(F)cc2)NC(=O)N1 (stereo not given) | -2 | 0.0 | 1 | 2.2
Cc1cc(C(=O)Nc2ccccc2[N+](=O)[O-])no1 | 13 | -0.3 | -24 | -2.1
O=[N+]([O-])c1ccc(/C=N/N(CCO)C(=S)Nc2ccccc2)cc1 | -7 | -0.3 | -8 | 1.3
CCOc1c(I)cc(CNC)cc1OC | 3 | 0.0 | 0 | -0.1
CCCNC(=O)C(=O)NC1CCC(C(C)(C)CC)CC1 (stereo not given) | 2 | 0.1 | 3 | -1.0
O=C(O)Cc1ccc2oc(-c3cccnc3)nc2c1 | 1 | 0.3 | -1 | 2.4
COc1ccc(/C(O)=C2/C(=O)C(=O)N(CCN3CCNCC3)C2c2ccccc2F)cc1 (stereo not given) | -6 | -0.2 | -8 | 0.0
Cc1sc2nc(SCC(=O)O)[nH]c(=O)c2c1C | -31 | -0.1 | -11 | 3.8
COc1ccc(/C=C2/C(=O)NC(=S)N(c3ccccc3)C2=O)c(OC)c1OC | -1 | -0.1 | 5 | -0.2
CCCc1cc(=O)[nH]c(SCCN2C(=O)c3ccccc3C2=O)n1 | 3 | 0.1 | 5 | 0.3

Shown field by field: part of the list above.
O=C(NCN1CCN(Cc2ccccc2)CC1)c1ccccc1
  MITF primary: 8; FBW7 activator: 0.0; TEAD-YAP block: 1; GPR151 activ: 0.0

CCOc1c(I)cc(CNC)cc1OC
  MITF primary: 3; FBW7 activator: 0.0; TEAD-YAP block: 0; GPR151 activ: -0.1

COc1cccc(NCc2ccc(O)c3ncccc23)c1
  MITF primary: 56*; FBW7 activator: -1.9; TEAD-YAP block: 92*; GPR151 activ: 0.1

O=C(C1CCCCC1)N1CCN(c2ccccc2)CC1
  MITF primary: -13; FBW7 activator: 0.0; TEAD-YAP block: -2; GPR151 activ: 1.9

Looked up above:
Result for COc1ccc(/C(C)=N/NC(N)=S)cc1 in TEAD-YAP block: 21
Result for COc1cccc(NCc2ccc(O)c3ncccc23)c1 in MITF primary: 56*
Result for Cc1cc(C(=O)Nc2ccccc2[N+](=O)[O-])no1 in TEAD-YAP block: -24
Result for Cc1nonc1C(=O)N/N=C/c1ccc([N+](=O)[O-])cc1 in MITF primary: 9
Result for CCCNC(=O)C(=O)NC1CCC(C(C)(C)CC)CC1 (stereo not given) in MITF primary: 2
Result for O=C(NCN1CCN(Cc2ccccc2)CC1)c1ccccc1 in FBW7 activator: 0.0

More records follow.
SMILES | MITF primary | FBW7 activator | TEAD-YAP block | GPR151 activ
O=C(CSc1nc2ccccc2n1CC(=O)N1CCCCC1)NC1CC1 | -10 | 0.1 | -6 | 0.6
CCC(CC)c1nnc(NC(=O)COC)s1 | -2 | -0.1 | -10 | 1.3
CC(C)CC(=O)N/N=C/c1cc2ccccc2[nH]1 | 8 | 0.9 | 2 | 2.2
COCc1cc(C)nc2sc(C(=O)Nc3cccc4ccccc34)c(N)c12 | -16 | 0.4 | -4 | 1.2
Cc1cccc(Cn2c(C)c(CNC3CCCCCC3)c(C(=O)O)c2C)c1 | -4 | -0.4 | -19 | 1.6
Cc1ccc2c(-c3oc4ccccc4c3NC(=O)c3ccco3)cc(=O)oc2c1 | -5 | 0.4 | 6 | -1.5
N#Cc1ccc(C(=O)Nc2nc3ccc([N+](=O)[O-])cc3s2)c(F)c1 | 13 | -0.1 | -5 | 0.9
CN(c1ccccc1)S(=O)(=O)c1ccc(C(=O)Nc2ccccc2-c2nc3ccccc3o2)cc1 | -1 | 0.0 | 6 | 0.6
CCOC(=O)CNc1c(N2CCN(c3ccccn3)CC2)c(=O)c1=O | 19 | 0.3 | -4 | -1.3
COc1ccccc1-n1nc(C(=O)O)c2ccccc2c1=O | -7 | -0.4 | -13 | -1.9
COc1ccc(Br)cc1S(=O)(=O)N1CCCc2ccccc21 | -8 | 0.0 | 2 | -1.1
CC(C)NC(=O)Cn1nc2n(C)c3ccccc3n2c1=O | -11 | 0.6 | 1 | -0.4
CC(=O)Nc1ccc(S(=O)(=O)Nc2c(C)cccc2C(C)C)cc1 | 13 | -0.1 | 2 | -0.5
Fc1ccc(/C=N/c2nnc3nc[nH]n23)cc1 | -26 | 0.1 | -4 | -0.6
COc1ccc(-n2cc(C(=O)NCCN(C)C3CCCCC3)c3ccccc3c2=O)cc1 | 3 | -0.1 | 1 | 2.7
COC(=O)N1CCC(=O)Nc2ccccc21 | -2 | 0.0 | 2 | -1.5
CCCCOC(=O)N/N=C/c1cc(C)ccc1O | -13 | 0.0 | -21 | 0.9
CC(=O)Nc1cccc(NC(=O)c2cccs2)c1 | -9 | -0.1 | -8 | 2.2
CC(C)[C@@H](Cn1nc(C2CC2)ccc1=O)NC(=O)c1cnccn1 | -3 | 0.2 | -4 | 0.1
C=CCn1c(C)csc1=Nc1ccc(C(C)=O)cc1 | 0 | -0.2 | -57 | -1.8
N#Cc1cc2c(nc1SCC(O)CS(=O)(=O)Cc1ccc(Cl)cc1)CCCC2 (stereo not given) | 5 | 0.1 | 7 | -2.0
CCOC(=O)C1=C(C)NC2=C(C(=O)C(C(=O)OCC)C(c3cccc(OC)c3)C2)C1c1ccc(Cl)cc1Cl (stereo not given) | 10 | 0.2 | 2 | 1.0
CC(C)n1c(N2CCN(Cc3ccc4c(c3)OCO4)CC2)nc2c(NCCc3ccc(O)cc3)ncnc21 | 11 | -0.3 | 9 | 1.0
Cc1cc2ncn(CCC(=O)Nc3ccccc3F)c2cc1C | -8 | 0.0 | -3 | 0.1
Cc1ncc(CN2CCC(C(=O)Nc3ccc(-n4cccn4)cc3)CC2)s1 | 15 | 0.5 | -7 | -0.6
COc1ccc(OCc2cc(C(=O)N3CCOCC3)no2)c(Cl)c1 | 6 | -0.1 | -62 | -0.6
CC(C(=O)O)N1C(=O)c2cccc([N+](=O)[O-])c2C1=O (stereo not given) | -1 | -0.2 | -1 | 0.0
Cc1cccc(N2CCN(C(=O)c3cccc(N4C(=O)C(C)CS4(=O)=O)c3)CC2)c1C (stereo not given) | -7 | -0.1 | 0 | 3.0
O=C(CCN1C(=O)C2C3C=CC(C3)C2C1=O)NC1CCCCC1 (stereo not given) | 10 | 0.0 | 3 | 1.8
Cc1cccc(N2CCN(C(=O)Cn3ncc4ccccc43)CC2)c1C | 5 | 0.2 | 1 | -2.4
O=C(N/N=C/c1ccc(O)c(O)c1)c1ccccc1 | 3 | 0.0 | -46 | -3.3
O=C(Cc1noc2ccccc12)NCc1ccccn1 | 8 | 0.2 | -7 | 3.6
Cc1nc(-c2ccc3c(c2)OCO3)cc(C(F)(F)F)c1C#N | -5 | 0.0 | 0 | -0.5
CCN(CC)C(=O)COc1ccc(-c2ccc(F)cc2)cc1CN1CCN(C)CC1 | 10 | -0.1 | -8 | 1.3
C/C(CC(=O)Nc1cccc(C(F)(F)F)c1)=N\NC(=O)c1ccc([N+](=O)[O-])c(Cl)c1 | -15 | 0.3 | -15 | 0.4
COc1ccc(OC)c(NC(=O)c2sc3[nH]c(=O)c(C(=O)O)cc3c2N)c1 | 5 | 0.0 | 8 | 0.8
Cc1ccc(C(=O)Nc2ccc(-c3nc4cc(Cl)ccc4o3)cc2)c(Cl)c1 | 16 | -0.1 | 1 | -0.1
COc1ccc(CCNC(=O)CCn2c(SCC(=O)c3ccc(Br)cc3)nc3ccccc3c2=O)cc1OC | 16 | 0.0 | 4 | -0.4
CCn1c(C(=O)O)c(CNC2CCCC2)c2ccc(C)cc21 | 6 | 0.4 | -2 | 8.4*
Cc1ccc(NC(=O)CCOc2ccccc2)cc1C | -19 | -0.1 | -57 | -0.6
CCOc1ccc(NC(=O)CN(c2cc([N+](=O)[O-])ccc2C)S(C)(=O)=O)cc1 | -4 | -0.2 | -15 | 1.4
O=C(CN1CCC(N2CCCCC2)CC1)N1CCc2ccccc21 | 19 | -0.3 | 6 | 1.5
c1ccc(CNc2nc(-c3ccccc3)nc3c2ncn3-c2ccsc2)cc1 | 13 | 0.5 | 1 | 0.4
Cc1csc(NC(=O)CN2N=C(c3ccccc3)Cn3c(cc4ccccc43)C2=O)n1 | 8 | 0.0 | -9 | 0.6
O=C(O)Cn1cc(/C=C2/C(=O)Nc3ccccc32)c2ccccc21 | -2 | -0.1 | -6 | 1.9
C/C(=C\C(=O)c1ccc(C)cc1)NCc1cccnc1 | -4 | -0.2 | -8 | -1.1
C/C(=C\c1ccccc1)CN1CCN(Cc2ccccc2)C(CCO)C1 (stereo not given) | 3 | 0.0 | -6 | -0.3
NC(=O)c1cc2cc(Br)ccc2o1 | 7 | 0.0 | -4 | 3.1
CCc1ccc(OCc2nc(-c3ccccc3)no2)cc1 | 6 | 0.4 | -35 | -1.1
Cc1nc2ccccc2n1CCOc1ccc(Cl)cc1Cl | -8 | -0.2 | 0 | -0.2
CCCOc1ccccc1-c1nc(=S)[nH][nH]1 | 4 | 0.0 | 3 | 2.0
CCN(c1ccc(NC(=O)CSc2nccc(=O)[nH]2)cc1)C(C)C | 10 | 0.0 | 21 | -0.7
COCCCNc1ncnc2ccccc12 | -9 | -0.2 | -3 | -0.5
CC(C)C(=O)N=C1SC2CS(=O)(=O)CC2N1CCc1ccccc1 (stereo not given) | 1 | 0.1 | 1 | 0.4
Cc1ccccc1NC(=O)CC(C(=O)O)N1CCOCC1 (stereo not given) | 12 | 0.1 | 8 | 2.8
CCOC(=O)C1CCN(Cc2ccoc2)CC1 | 24 | 0.2 | -1 | -1.1
O=c1c2c(-c3ccccc3)csc2nc2c3ccccc3c(NCCO)nn12 | 9 | 0.0 | 2 | 1.0
Cc1cn2c3c(=O)[nH]c(=O)n(C)c3nc2n1CC1CCCO1 (stereo not given) | -9 | -0.1 | -8 | 0.8
Cc1ccc(C2(CC(=O)Nc3ccccc3C)CCOC(C)(C)C2)cc1 (stereo not given) | -10 | -0.1 | -4 | 1.6
COc1ccccc1NC(=O)c1csc2c1CCC(C)C2 (stereo not given) | 5 | -0.1 | -11 | -0.8

(more compounds)
SMILES | MITF primary | FBW7 activator | TEAD-YAP block | GPR151 activ
O=C(Nc1ccc(Cl)cc1)OC/C=C/CO | -12 | -0.1 | -49 | 4.1
COc1ccc(/C=C(\C#N)C(=O)c2c(C)[nH]c3ccccc23)cc1OC | 2 | -0.1 | -9 | 1.0
CN1C(=O)/C(=C2\SC(=S)N(Nc3ccccc3)C2=O)c2ccccc21 | 20 | -0.1 | 12 | 1.3
O=C(CSc1nnc(-c2cccc(F)c2)o1)c1cccs1 | 0 | 0.0 | 2 | 0.1
CCN1CCc2c(sc(NC(=O)c3ccc(S(=O)(=O)N4CCCC(C)C4)cc3)c2C(N)=O)C1 (stereo not given) | 16 | 0.7 | -3 | 0.0
CC(Oc1ccc(Cl)cc1Cl)C(=O)NCCCN(C)C (stereo not given) | -7 | -0.1 | 4 | -1.2
O=C(NCC1CCCO1)C1c2ccccc2C(=O)N(C2CCCC2)C1c1cccs1 (stereo not given) | 0 | 0.0 | 3 | -0.6
O=C(Nc1ccc(N2CCC(NCC3OCCc4ccccc43)CC2)cc1)c1cnccn1 (stereo not given) | -2 | -0.1 | -6 | 1.4
Cc1noc(C)c1COc1cccc(C(=O)OCC(=O)Nc2sccc2C(N)=O)c1 | -13 | 0.1 | -5 | 0.9
COc1ccc(CN2CCN(Cc3ccncc3)CC2CCO)cc1C (stereo not given) | 1 | 0.0 | -1 | -0.3
CNS(=O)(=O)c1cccc(C(=O)OCc2nc(N)nc(Nc3ccccc3C)n2)c1 | 8 | 0.0 | -11 | -1.2
Cc1c(NC(=O)COC(=O)c2ccc(Br)o2)c(=O)n(-c2ccccc2)n1C | 11 | 0.1 | -4 | 1.3
c1ccc(Cc2cn[nH]c2C2CCCN(C3CCOCC3)C2)cc1 (stereo not given) | 6 | 0.1 | 4 | 0.3
O=C(CCCCCn1c(=S)[nH]c2ccccc2c1=O)N1CCCC1 | 14 | -0.1 | 0 | -1.6
O=C(CSc1nc2ncccc2[nH]1)Nc1ccc(Br)cc1 | -7 | 0.7 | -17 | 0.3
COC(=O)C1CCN(S(=O)(=O)c2ccc(NC(C)=O)cc2)CC1 | -3 | 0.1 | -3 | 0.3
Cc1nn(-c2ccccc2)c2sc(C(=O)NN3CC(O)=C(c4ccccc4)C3=N)cc12 | 2 | 0.1 | 4 | 0.2
NNC(=S)Nc1cccc(C(F)(F)F)c1 | -9 | -0.1 | 3 | 0.1
Cc1ccc(-c2noc(CNC(=O)NC3CCCCC3)n2)cc1 | 11 | 0.7 | 21 | -0.4
